Compound activity from PubChem BioAssay.
Fibroblast inh – blocks proliferation of human lung fibroblasts | viability, % at 10 µM | LL 47 human lung fibroblast viability, ATP luminescence; hits give low values | AID 719 | hit rate 1.1% among 85,000;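 active means viability at or below 50% in the single dose screen; inactive means viability above 50%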;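 further: compound exposure lasted 72 h before the ATP readout; 100% = median luminescence of untreated cell-only wells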
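Material: human LL 47 lung fibroblast cells; quantity: 1,150 cells/well; medium: IMEM plus 15% FBS; doses: 0.1% DMSO in all compound wells; timing: overnight attachment after seeding, then 72 h compound exposure at 37 °C; detection: CellTiter-Glo luminescence; measure: % viability of median cell-only signal; controls: cell-only wells, no compound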
ERb coact inh – ER-beta (human) coactivator binding inhibition; hit rate 1.3% among 86,000; TR-FRET ER-beta LBD / SRC1-Cy5 peptide binding; receptor agonist-loaded with 1 µM estradiol; Q92731; inhibition, % at 25.6 µM;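 active means compounds whose percent inhibition of the receptor-coactivator binding signal exceeds about 50% in the single-dose screen, limit read from the data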;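 further: 0% = receptor plus peptide wells without compound and 100% = peptide-only wells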
Target sequence (Q92731 whole entry, looked up, the tested form may be a part): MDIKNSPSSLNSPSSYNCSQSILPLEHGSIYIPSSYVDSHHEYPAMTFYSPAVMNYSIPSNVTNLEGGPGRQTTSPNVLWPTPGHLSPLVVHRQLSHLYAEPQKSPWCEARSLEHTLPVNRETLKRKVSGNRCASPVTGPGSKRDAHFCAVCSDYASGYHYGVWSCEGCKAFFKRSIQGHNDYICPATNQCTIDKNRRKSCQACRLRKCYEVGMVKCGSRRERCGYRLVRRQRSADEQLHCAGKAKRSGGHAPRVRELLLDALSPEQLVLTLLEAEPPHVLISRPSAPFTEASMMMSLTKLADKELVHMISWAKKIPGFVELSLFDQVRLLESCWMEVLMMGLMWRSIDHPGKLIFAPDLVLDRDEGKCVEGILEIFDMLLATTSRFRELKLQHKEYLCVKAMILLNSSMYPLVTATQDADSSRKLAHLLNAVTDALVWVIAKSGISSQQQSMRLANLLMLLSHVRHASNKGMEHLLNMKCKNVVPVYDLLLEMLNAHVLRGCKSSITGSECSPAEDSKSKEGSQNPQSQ
sEH act – increases human soluble epoxide hydrolase activity; P34913; purified human sEH enzymatic activity, activator screen; activation, % at 2 µM; hit rate 0.04% among 91,000; AID 717; in the data active means activation above about 37%; further: values of inactives mirror those of a sister screen read the other way
Candida biofilm – kills Candida albicans biofilms; C. albicans biofilm + clotrimazole, Alamar Blue; inhibition, % at 6 µM; hit rate 0.14% among 85,000;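 active means inhibition above 20%; inactive means inhibition below 20%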;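 further: preformed 24 hr biofilms exposed to compound for 48 hr; 0% = biofilm without compound and 100% = blank killed by clotrimazole plus chlorhexidine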
H69AR inhibit – blocks growth of human H69AR lung tumor cells; viability, % at 10 µM; AID 598; hit rate 6% among 85,000; H69AR lung tumor viability, ATP luminescence, 72 h; hits give low values;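 active means viability at or below 40%; inactive means viability above 40%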;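 further: multidrug resistant small cell line overexpressing MRP-1 efflux transporter; 100% = mean luminescence of untreated control wells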
ERa SRC1 pot – enhances coactivator binding to human estrogen receptor alpha | P03372 | AID 639 | TR-FRET ERalpha-LBD/SRC-Cy5 coactivator binding, 2 h; 100 = basal binding, no effect | coactivator binding (% of control), % at 25.6 µM | hit rate 1.3% among 86,000; in the data active means activity above about 200%;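 further: binding measured in presence of low estradiol as agonist stimulus; 0% = peptide alone without receptor and 100% = receptor with peptide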
Target sequence (P03372 whole entry, looked up, the tested form may be a part): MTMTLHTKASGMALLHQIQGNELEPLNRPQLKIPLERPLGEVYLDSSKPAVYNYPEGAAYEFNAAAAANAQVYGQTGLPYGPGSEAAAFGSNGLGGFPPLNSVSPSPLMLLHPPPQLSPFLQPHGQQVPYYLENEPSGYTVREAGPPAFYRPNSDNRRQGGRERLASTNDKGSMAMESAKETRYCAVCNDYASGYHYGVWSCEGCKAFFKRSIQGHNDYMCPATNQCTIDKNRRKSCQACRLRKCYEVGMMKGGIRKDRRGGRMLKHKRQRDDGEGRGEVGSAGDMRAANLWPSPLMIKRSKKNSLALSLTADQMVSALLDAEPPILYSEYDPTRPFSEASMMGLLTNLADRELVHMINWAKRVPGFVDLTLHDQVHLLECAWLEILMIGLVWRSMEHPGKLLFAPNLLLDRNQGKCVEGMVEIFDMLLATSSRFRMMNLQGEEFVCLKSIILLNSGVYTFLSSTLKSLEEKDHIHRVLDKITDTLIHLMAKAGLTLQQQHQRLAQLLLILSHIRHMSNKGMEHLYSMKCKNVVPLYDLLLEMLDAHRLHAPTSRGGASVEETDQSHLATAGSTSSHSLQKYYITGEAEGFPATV
Smad3 FoxH1 inh – inhibitors of human Smad3 transcription factor binding; TR-FRET Smad3/Dy647-FoxH1 peptide binding, europium anti-His; P84022; inhibition, % at 25 µM; AID 630; hit rate 0.29% among 88,000;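 active means compounds that reduce the energy-transfer binding signal between the protein and its labelled peptide by more than half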;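 further: 0% = Smad3 plus labelled peptide maximal FRET and 100% = peptide-only background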
ERa coact inh – blocks coactivator binding to human estrogen receptor alpha; TR-FRET ER-alpha LBD / SRC-1 peptide, estradiol-bound; hit rate 1.7% among 86,000; P03372; inhibition, % at 25.6 µM; AID 629; in the data active means inhibition above about 50%;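 further: 0% = receptor plus peptide control and 100% = peptide only without receptor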
HUVEC prolif 384 – inhibitors of human endothelial cell proliferation. HUVEC proliferation, CellTiter-Glo luminescence, 72 h; hits give low values. viability, % at 10 µM (by protocol). hit rate 1.1% among 86,000;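 active means viability at or below 30%; inactive means viability above 30%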;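 further: 100% = median luminescence of DMSO-only cell control wells on each plate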
Numbers without * were called inactive; · = no result given; [ ] = remark or other dose. Some of the compounds tested; rates above refer to the full screens.

SMILES	Fibroblast inh	ERb coact inh	sEH act	Candida biofilm	H69AR inhibit	ERa SRC1 pot	Smad3 FoxH1 inh	ERa coact inh	HUVEC prolif 384
O=C(CCCc1ccccc1)NCc1cccnc1	95	-6	·	3	80	116	4	-5	95
Cc1cc(C(=O)Nc2sc3c(c2C#N)CCCC3)no1	96	-1	·	1	27*	93	2	-1	80
Cc1cc(=O)oc(C)c1C(=O)Nc1ccc2nsnc2c1	92	6[fluorescence artefact?]	·	6	102	107	6	7[fluorescence artefact?]	90
O=[N+]([O-])c1cc(S(=O)(=O)N2CCCC2)ccc1N/N=C/c1cccs1	78	9	13	3	49	101	-21	-3	75
CC(C)(C)NC(=O)C(c1ccco1)N(C(=O)Cn1nnc(-c2ccc(F)cc2)n1)c1cccc(F)c1 (stereo not drawn)	94	-13	·	5	92	109	-1	0	94
O=c1[nH]c(N2CCCCC2)nc2c1CCCC2	101	-6[fluorescence artefact?]	13	-1	93	121	-2	6	104
O=C(OC1CCCCC1)c1ccc(NC(=O)c2ccco2)cc1	93	-14	-6	7	54	113	12[fluorescence artefact?]	-4	90
Cc1ccc(-n2c(C)cc(/C=c3/sc4nc5ccccc5n4c3=O)c2C)cc1	95	5[fluorescence artefact?]	-5	-2	98	109	1	4	120
COc1ccc2c(CC(=O)OCC(=O)NC(=O)c3cccn3C)coc2c1	104	5	-8	1	98	95	6	0	95
O=S(=O)(c1ccc(F)cc1)N1CCC(O)(c2ccc3c(c2)OCO3)CC1	110	-4	-14	·	87	119	2	6	100
CCCCOC(=O)C(NC(=O)c1ccccc1)=C(C)C	107	-1	5	4	99	92	1	2	108
CCN1CCc2c(sc3c2c(NCc2ccco2)nc2nnnn23)C1	85	62*[fluorescence artefact?]	·	14	64	20[fluorescence artefact?]	-1	85*[fluorescence artefact?]	75
Cc1ccc2nc(-c3ccc(S(=O)(=O)N4CCOCC4)cc3)cn2c1	107	-2[fluorescence artefact?]	-4	-1	89	114	11	-39[fluorescence artefact?]	98
Cc1cc(C(=O)COC(=O)CN(C)S(=O)(=O)c2ccc(Cl)cc2)c(C)n1CC1CCCO1 (stereo not drawn)	95	-9	-2	6	99	115	0	-10	91
Cc1cc(=O)oc2c(C)c(OCC(=O)N(C)C)ccc12	101	5	8	14	78	108[fluorescence artefact?]	5	-3	92
CCCCOc1ccc(S(=O)(=O)NC(=O)NCc2ccc(OCCC)cc2)cc1	96	-18[fluorescence artefact?]	2	0	97	104[fluorescence artefact?]	-1	-19	90
CC(C)OCCCNC(=O)c1sc(=S)n(C)c1N	110	11	-8	8	97	104	8	-11	89
Cc1ccc(-c2nnc(N3CCN(S(C)(=O)=O)CC3)c3ccccc23)cc1	87	0	-17	3	82	105	-2	-3	82
O=C(Nc1cnc2ccccc2c1)c1ccco1	110	-5	5	1	·	117	-6	57*	95
OC(CN1CCN(c2ccccc2)CC1)c1ccc2c(c1)CCN2 (stereo not drawn)	93	-12	2	-1	63	127[fluorescence artefact?]	1	-2	90
CC(=O)N1CCC(N(C(=O)Nc2ccc(C)c(C)c2)C2CCCC2)CC1	98	-12	-18	10	82	120	13[fluorescence artefact?]	-6	99
CC1CCc2nc3ccc(S(=O)(=O)N4CCC(C(=O)NC5CCCC5)CC4)cc3c(C(=O)O)c2C1 (stereo not drawn)	97	1	7	-3	86	111	-10	-7	92
Cc1cc(C)nc(N2CCCC(C(=O)Nc3nnc(C(C)C)s3)C2)n1 (stereo not drawn)	106	-1	-5	7	89	92	5[fluorescence artefact?]	1	94
CCCCOC(=O)n1c(SCC(=O)N(C)C)nc2ccccc21	107	10[fluorescence artefact?]	10	5	93	118	8	6[fluorescence artefact?]	85
C=CCc1cc(C)ccc1OCCn1ccnc1	87	-2	4	7	88	86	5	-7	93
SMILES	Fibroblast inh	ERb coact inh	sEH act	Candida biofilm	H69AR inhibit	ERa SRC1 pot	Smad3 FoxH1 inh	ERa coact inh	HUVEC prolif 384
O=C(CCN1C(=O)C2C3C=CC(C3)C2C1=O)NCc1cccnc1 (stereo not drawn)	93	-9	-18	6	94	127	1	2	100
COC(=O)[C@H](Cc1ccccc1)NC(=O)N1CCC(C)CC1	105	-9	-8	4	96	118	7	-1	101
O=C1COc2ccc(C(=O)NCc3ccco3)cc2N1	94	-2	-4	7	94	96	7	-5	91
CCNC(=O)CSc1ncnc2sccc12	95	49	-4	5	99	17[fluorescence artefact?]	4	66*[fluorescence artefact?]	92
C=CCn1c(COc2ccc(F)cc2)nnc1SCC(=O)N1CC(=O)Nc2ccccc21	106	-3	-15	4	103	98	-14	-2	97
CN(C)c1nc(-c2ccccn2)nnc1-c1ccccc1	13*	-12	-8	1	53	104	13	58*[fluorescence artefact?]	11*
CCOc1ccc2nc(NCCNC(=O)Nc3cccc(C)c3)c(C#N)cc2c1	86	11	-7	11	96	121	4	51*[fluorescence artefact?]	48
Nc1nnc(CCS(=O)(=O)c2cc(Cl)ccc2Cl)s1	98	-5	4	8	95	152	-9	1	90
CCCCOc1cccc(OCCCC)c1C(=O)Nc1cc(C)on1	92	-1	7	7	64	116	5	0	101
CC1(C)CC(NC(=O)CCC2CCCC2)CC(C)(C)N1	93	-2	5	-2	99	118	-14	16	89
Cc1ccc2ncnc(Nc3ccc(C)c(C)c3)c2c1	94	0[fluorescence artefact?]	-4	-1	72	114[fluorescence artefact?]	6	4	64
C=CCOC(=O)C(C#N)c1nc2ccccc2nc1N1CCN(Cc2ccccc2)CC1 (stereo not drawn)	103	-10	·	4	85	100[fluorescence artefact?]	7	-3	113
Cc1ccccc1N1C(=O)C2ON(c3ccccc3)C(c3ccncc3)C2C1=O (stereo not drawn)	97	-4	·	-1	104	112	-2	-13	93
CC1=C(C(=O)N2CCCCCC2)C2(CCC(C)CC2)OC1=O (stereo not drawn)	103	0[fluorescence artefact?]	5	6	99	106	1	4[fluorescence artefact?]	97
COc1cc2c(cc1OC)C(C)N(C(=O)c1cc3n(n1)C(C(F)(F)F)CC(c1ccco1)N3)CC2 (stereo not drawn)	101	10	9	2	66	92	-4	-5	89
Cc1ccccc1NC(=O)C1CCN(c2cc(-c3ccccc3)nc3ncnn23)CC1	90	5	2	2	37*	117	-32	5	104
NC(=O)COc1ccc(NC(=O)OCc2ccccc2)cc1	110	5	8	6	94	121[fluorescence artefact?]	2	8	96
CCN(CC)CCCNc1nc2cc(OC)c(OC)cc2c2nc(-c3ccccc3)nn12	1.8*	1	10	10	6.5*	99	1	8	26*
Cn1c(CSc2ncccn2)nnc1SCC(=O)N1CCCc2ccccc21	99	-7[fluorescence artefact?]	·	4	82	97	2	2[fluorescence artefact?]	84
COc1ccc2nc(SCC(=O)Nc3cc(C)on3)[nH]c2c1	102	1[fluorescence artefact?]	-11	6	86	110	2	11[fluorescence artefact?]	96
CCn1c(C)nc2cc(C(=O)NNS(=O)(=O)c3ccccc3F)ccc21	107	13[fluorescence artefact?]	4	10	92	94	5	10	95
CCN(CC)c1ccc(C(=O)OCC(=O)c2ccco2)cc1	105	24[fluorescence artefact?]	-6	6	95	142	7	10[fluorescence artefact?]	92
CCn1c(=O)c2cc(C(=O)N3CCN(C(=O)c4ccco4)CC3)sc2c2ccccc21	93	5[fluorescence artefact?]	·	16	96	102[fluorescence artefact?]	3	21[fluorescence artefact?]	75
Cc1[nH]nc2c1C1(CCN(C(=O)OCc3ccccc3)CC1)C(C#N)=C(N)O2	97	-7	·	8	90	106	12	-6	101
Cc1noc(C)c1S(=O)(=O)N1CCC(C(=O)N2CCN(c3ccccc3Cl)CC2)CC1	102	-5	0	0	8.4*	109	-6	-9	98

Overlap with the part before: 3 compounds; new compounds follow.
SMILES	Fibroblast inh	ERb coact inh	sEH act	Candida biofilm	H69AR inhibit	ERa SRC1 pot	Smad3 FoxH1 inh	ERa coact inh	HUVEC prolif 384
CCn1c(=O)c2cc(C(=O)N3CCN(C(=O)c4ccco4)CC3)sc2c2ccccc21	93	5[fluorescence artefact?]	·	16	96	102[fluorescence artefact?]	3	21[fluorescence artefact?]	75
Cc1[nH]nc2c1C1(CCN(C(=O)OCc3ccccc3)CC1)C(C#N)=C(N)O2	97	-7	·	8	90	106	12	-6	101
Cc1noc(C)c1S(=O)(=O)N1CCC(C(=O)N2CCN(c3ccccc3Cl)CC2)CC1	102	-5	0	0	8.4*	109	-6	-9	98
O=C1/C(=C/c2ccc(F)c(F)c2)CSc2sccc21	92	-4	-3	4	108	113	2	-1	101
O=C(Nc1nnc(C23CC4CC(CC(C4)C2)C3)s1)c1ccc(N2C(=O)CCC2=O)cc1	103	12[fluorescence artefact?]	-7	5	68	107	-7	16[fluorescence artefact?]	70
C=CCn1c(C#N)c(N)sc1=N	106	7	-20	0	98	89	2	3	87
CCOCCCn1c(=S)[nH]c2cc3c(cc2c1=O)OCO3	100	-4	·	10	86	125	1	-3	95
CCC(=O)Nc1sc2c(c1C#N)CC(C)(C)NC2(C)C	99	-5	·	9	100	113[fluorescence artefact?]	4	1	103
COCCn1c(SCCN2CCCCC2)nc2ccccc2c1=O	110	8	4	8	85	95	-5	12	93
CCc1nccn1S(=O)(=O)c1ccc(Br)cc1Br	95	-2	·	9	99	118	-5	-2	81
CCOC(=O)c1cc2c(nc1N)CC(C)(CC)OC2 (stereo not drawn)	104	-4	-9	-1	98	96	7	5	100
Cc1nc2c(-c3ccc(F)cc3)c(C)nn2c(C)c1CCC(=O)N1CCN(c2ccc(F)cc2)CC1	93	5	-9	10	71	103	-3	-8	92
CCc1ccc(N(CC(=O)O)S(=O)(=O)c2c(C)noc2C)cc1	102	-8	·	4	92	94	-11	1	96
Cn1c([N+](=O)[O-])cnc1COC(N)=O	92	6	·	-4	93	99	3	0	89
Cc1ccc(-n2ncc3c(N4CCCC4)ncnc32)c(C)c1	97	4	8	10	55	94	-4	-5	99
CCSc1nnc(NC(=O)C(CC)Oc2ccccc2)s1 (stereo not drawn)	100	-4	·	1	89	116[fluorescence artefact?]	-6	-1	97
COc1ccc(-n2c(SC3CCOC3=O)nc3ccccc32)cc1 (stereo not drawn)	101	44[fluorescence artefact?]	·	0	95	82	-12	27	95
COC(=O)c1ccccc1NC(=O)CN(Cc1ccc(Cl)cc1)S(C)(=O)=O	90	-5	9	9	61	103	-1	6	83
COc1ccc(-c2nnc(SCCC(=O)O)n2-c2ccccc2)cc1	99	-7	-2	4	90	114	-2	-8	94
COc1ccc(-c2noc(-c3ccccc3-c3ccccc3)n2)cc1OC	97	33	1	1	90	90	-10	28	113
COC(=O)C1=C(C)N=C2SCCC(=O)N2C1/C=C/c1ccccc1 (stereo not drawn)	92	-11	3	0	86	111	1	-1	84
COc1ccc(CCNC(=O)CN(C)S(=O)(=O)c2cccc3nsnc23)cc1OC	97	-13	16	0	87	110	-5	-5	95
Cc1ccc(NC(=S)C2=C(O)c3sccc3N(C)S2(=O)=O)cc1	105	-13	0	5	99	101[fluorescence artefact?]	7	-11	76
CCN(CC)C(=O)CSc1nnc(CCCCCNC(=O)OC(C)(C)C)o1	104	-4	-8	-1	95	102	-6	-3	106
CC1CCCN(c2ccc(C(=O)NCc3cccs3)cn2)C1 (stereo not drawn)	104	-1	2	9	83	120	-4	-8	110
CC1(C)CC(=O)C2=C(C1)OC(c1ccncc1)C(C#N)=C2N (stereo not drawn)	102	-13	-1	0	86	104	5	-17	97
COC(=O)c1ccc(CSc2nc(-c3ccc(OC)cc3)nc3c2c(=O)n(C)c(=O)n3C)o1	112	20[fluorescence artefact?]	19	5	56	115[fluorescence artefact?]	-16	38[fluorescence artefact?]	99
CCOC(=O)c1c(NC(=O)C2COc3ccccc3O2)sc(C(C)=O)c1C (stereo not drawn)	84	-1	14	0	21*	120	-17	0	23*
Cc1cc(N)n2ncc(-c3cccc(Br)c3)c2n1	66	-4	-6	·	26*	70[fluorescence artefact?]	11	4	46
